CHO parental Ca = counter-screen for OX1R antagonists: effect in parental CHO cells; parental CHO-K1, ATP-induced calcium, Fluo-8 fluorescence; inhibition, % at 5.6 µM; 0.63% of 330,000 active; AID 463079;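 active means inhibition above that plate's mean sample inhibition plus 3 SD, cut at about 26% in these data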;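 further: 0% = ATP-challenged DMSO wells and 100% = DMSO wells without ATP; some compounds past the cut are filed as inactive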
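Material: Parental CHO cells | Reagent: ATP | Compound dosing: Single nominal dose of 5.6 µM per compound | Detection: Intracellular calcium via Fluo-8 no-wash fluorescent dye | Read-out: % inhibition of ATP-induced calcium mobilization | Benchmarks: Low control ATP plus DMSO, high control DMSO only | Replicates: Singlicate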
TAAR1 agonist = human TAAR1 agonism | Q96RJ0 | AID 624467 | 0.99% of 360,000 active | CHO RD-HGA16 TAAR1, Fluo-8 calcium fluorescence; vehicle wells 0%, saturating PEA agonist 100% | activation, % at 3 µM;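 active means activation above the mean activation of all test compounds in the run plus 3 SD, cut at about 38% in these data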
Target sequence (Q96RJ0 whole entry, looked up): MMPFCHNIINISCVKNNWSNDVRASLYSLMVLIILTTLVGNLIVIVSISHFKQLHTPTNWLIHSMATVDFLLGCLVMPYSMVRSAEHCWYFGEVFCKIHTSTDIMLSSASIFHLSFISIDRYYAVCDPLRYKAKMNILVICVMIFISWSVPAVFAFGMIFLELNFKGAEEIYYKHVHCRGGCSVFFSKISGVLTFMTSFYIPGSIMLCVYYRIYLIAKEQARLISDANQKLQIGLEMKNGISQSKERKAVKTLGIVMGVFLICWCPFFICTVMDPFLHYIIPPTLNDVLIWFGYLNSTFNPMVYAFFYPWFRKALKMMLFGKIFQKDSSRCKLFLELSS
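Test system: RD-HGA16 (CHO) cells co-expressing Gα16 and hTAAR1; dosing: one-point dosing at 3 µM (nominal); timing: 17-24 h seeding, 75 min 37 °C dye, 30 min RT; signal: kinetic Fluo-8 calcium fluorescence; read-out basis: % activation relative to PEA EC100 response; controls: DMSO and PEA EC100; replicates: n 1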
CHO-K1 Ca antag = nonselective inhibitor or artifact in parental CHO-K1 cells. inhibition, % at 3 µM. 0.6% of 360,000 active. ATP-induced calcium, Fluo-8 fluorescence;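 active means inhibition above a per-plate cutoff, the plate's mean sample inhibition plus 3 SD, cut at about 24% in these data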;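 further: 0% = DMSO plus EC80 ATP and 100% = DMSO alone without ATP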
OXTR potentiator = potentiates the human oxytocin receptor response | P30559 | CHO-OTR cells, Fluo-8 calcium fluorescence, potentiator mode; 0% = oxytocin EC15, 100% = EC100 | activation, % at 3 µM | 0.061% of 320,000 active | AID 2445;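 active means activation above that plate's cutoff, the mean activation of tested compounds plus 3 SD, cut at about 6.6% in these data, passing the limit was not always enough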;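 further: 100% uses oxytocin at 75 nM as the full agonist control; some results filed as inactive read as strong as hits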
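Replication – single well per compound, singlicate · Assay system – CHO cell line stably expressing human OTR · Timing – 6 min pre-incubation, 100 s read · Measure – normalized max/min fluorescence ratio, % activation · Doses – 3.0 µM, one dose · Detection – Fluo-8 calcium dye fluorescence · Probe or stimulus – oxytocin near EC15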
M1 ag parental = counter-screen for M1 agonists: effect in parental CHO-K1 cells; activation, % at 3 µM; Fluo-8 calcium fluorescence; scaled to maximal ATP response, vehicle zero; 0.48% of 360,000 active; in the data active means activation above about 15%;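 further: untransfected CHO-K1 host cells lacking M1 receptor as counterscreen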
M1 ag = activates human CHRM1 receptor. CHO-K1 hM1, Fluo-8 calcium fluorescence, agonist mode; 0% DMSO, 100% acetylcholine EC100. activation, % at 3 µM. 0.33% of 360,000 active. AID 588814;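 active means activation above the run's mean compound activation plus 3 SD, cut at about 16% in these data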;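 further: peak over basal fluorescence ratio within a 140 s kinetic read after compound addition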
V1R ag counter = V1a receptor agonism, counter-screen for OXTR agonists; 0.25% of 320,000 active; CHO-V1R cells, Fluo-8 calcium fluorescence, agonist mode; 0% DMSO, 100% 3 nM vasopressin; AID 2797; activation, % at 3 µM;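 active means activation above the mean activation of all tested compounds plus 3 SD, per screening run, cut at about 20% in these data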;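 further: signal is peak over basal fluorescence ratio across a 100 second FLIPR read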
Target sequence (P37288 whole entry, looked up): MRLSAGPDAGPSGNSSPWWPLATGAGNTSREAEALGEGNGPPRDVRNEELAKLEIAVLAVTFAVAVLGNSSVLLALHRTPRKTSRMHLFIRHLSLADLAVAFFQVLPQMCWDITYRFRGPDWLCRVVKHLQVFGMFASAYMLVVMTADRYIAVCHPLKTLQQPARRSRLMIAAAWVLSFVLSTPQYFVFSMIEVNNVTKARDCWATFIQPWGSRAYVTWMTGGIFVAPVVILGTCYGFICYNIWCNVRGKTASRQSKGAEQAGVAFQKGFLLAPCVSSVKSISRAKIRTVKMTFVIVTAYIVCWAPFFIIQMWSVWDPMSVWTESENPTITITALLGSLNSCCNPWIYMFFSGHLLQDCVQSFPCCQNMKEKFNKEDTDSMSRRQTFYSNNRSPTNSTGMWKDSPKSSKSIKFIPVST
TAAR1 antag = antagonists of human TAAR1; Q96RJ0; 1.5% of 360,000 active; CHO RD-HGA16 TAAR1, Fluo-8 calcium fluorescence, antagonist; inhibition, % at 3 µM; AID 624466;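 active means inhibition above a per-plate cutoff, the mean inhibition of test compounds on that plate plus 3 SD, cut at about 49% in these data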;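 further: 0% = DMSO plus EC80 beta-PEA response and 100% = DMSO alone without agonist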
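Test system: hTAAR1-expressing CHO RD-HGA16 cells, Gα16-coupled; Probe or stimulus: EC80 β-phenethylamine stimulus; Compound dosing: single nominal final test compound concentration of 3 µM; Timing: 140 s kinetic read after compound, 140 s after agonist; Signal: Fluo-8 calcium-sensitive fluorescence; Measure: % inhibition of agonist calcium response; Controls: DMSO and EC80 PEA controls.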
M1 PAM parental = nonselective activator or artifact in parental CHO-K1 calcium assay; 0.02% of 360,000 active; ATP EC20, Fluo-8 calcium fluorescence; 0% at ATP EC20, 100% at ATP max; AID 602247; activation, % at 3 µM;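 active means activation above the run cutoff, the mean activation of all test compounds plus 3 SD, cut at about 40% in these data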;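 further: peak over basal fluorescence ratio in a 140 s read after ATP addition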
* hit, by the source's call; . = no result given.

Order of results – CHO parental Ca	TAAR1 agonist	CHO-K1 Ca antag	OXTR potentiator	M1 ag parental	M1 ag	V1R ag counter	TAAR1 antag	M1 PAM parental
#1 Cc1nc2ccn(Cc3ccccc3)c(=O)c2cc1C(=O)N1CCN(c2ccccc2)CC1
    -24	2	-10	-9	0.5	-1	0.6	-9	3
#2 O=[N+]([O-])c1ccc(N2CCN(CC3CCCCC3)CC2)cc1
    -17	1	-9	-4	4.1	-1	0.3	19	9
#3 O=C(COC(=O)COc1ccc(Cl)cc1)Nc1ccc(N2CCOCC2)cc1
    -4	8	2	-7	0.7	9	1.4	-3	-1
#4 COc1cc2c(cc1OC)[C@@H]1Cc3ccc(OC)c(OC)c3CN1CC2
    -17	4	2	-3	0.9	-7	-0.8	7	7
#5 CCN1C(=O)C(CC(=O)Nc2ccc(OC)cc2)N(CCCN2CCN(c3ccc(F)cc3)CC2)C1=S (configuration not stated)
    -19	27	-14	-14	1.1	-5	9.3	66*	-2
#6 O=S(=O)(NCC1CCCO1)c1cccc2nsnc12 (configuration not stated)
    4	11	-3	-5	-0.3	-6	0.1	0	12
#7 COc1cc(C(CCN2CCCC(C)C2)c2c(OC)cc(OC)c3c2OC(=O)CC3c2ccc(N(C)C)cc2)cc(OC)c1OC (configuration not stated)
    -23	.	12	-8	-0.2	-7	0.3	.	-12
#8 CC(C)CNC(=O)COC(=O)c1c2c(nc3ccccc13)/C(=C\c1cccs1)CC2
    .	0	-12	.	0.5	-7	.	50*	15
#9 CCOC(=O)C1(Cc2cccc(F)c2)CCN(C(=O)c2cnccn2)CC1
    -12	2	6	-11	0.4	-4	1.4	-5	11
#10 CC1(C)Cc2cccc(OCC(=O)NC3CC3)c2O1
    -7	0	-4	0	0.1	-5	0.1	15	6
#11 CCc1nc2c(oc3ccccc32)c(=O)[nH]1
    5	4	-5	-1	0.5	-4	-0.1	-17	-4
#12 COc1ccc(-c2cc(C(=O)N(C)Cc3cccc(OC)c3OC)c3ccccc3n2)cc1OC
    -32	12	3	-3	6.0	-3	-0.3	62*	-17
#13 C[C@H](CO)N1C[C@H](C)[C@H](CN(C)C(=O)c2ccccn2)Oc2cc(C#Cc3ccc(F)cc3)ccc2S1(=O)=O
    .	13	0	.	2.6	-1	.	17	6
#14 S=C(NCC1CCCO1)Nc1cc(Cl)c(Cl)cc1Cl (configuration not stated)
    -13	4	-17	-10	2.4	-3	-0.5	-5	2
#15 Cc1nc(SCc2ccc(Cl)c(Cl)c2)n[nH]1
    .	-1	-3	.	1.3	-5	.	-6	14
#16 CCCCCCC1(C)NC(=S)N(c2ccccc2)N1 (configuration not stated)
    1	3	-3	-22	0.1	-4	0.8	0	14
#17 COc1ccc(NC(=O)Cn2cnc3c(oc4nc5c(cc43)COC(C)(C)C5)c2=O)cc1
    -8	1	-8	0	0.6	2	-0.1	-19	17
#18 Cc1nnc(SCC(=O)Nc2nc(C(C)(C)C)cs2)s1
    -2	5	-14	-15	4.4	-3	4.8	6	21
#19 CCCC1(c2ccccc2)NC(=O)N(CC(=O)NCC2COc3ccccc3O2)C1=O (configuration not stated)
    -20	0	-13	-6	0.3	-4	0.8	4	7
#20 CC1CCCN(c2c3c(nc4ccccc24)CCCC3)C1 (configuration not stated)
    -30	13	-3	-3	1.0	-5	-0.8	-7	7
#21 O=C1CN(C(=O)COC(=O)c2cc(Cl)ccc2[N+](=O)[O-])c2ccccc2N1
    .	8	-6	.	1.2	0	.	-11	-2
#22 COC(=O)[C@@]1(Cc2ccc(F)cc2)[C@H]2c3cc(C(=O)N(C)C)n(Cc4cc(F)cc5c4OCOC5)c3C[C@H]2CN1C(=O)c1ccccc1
    .	0	-9	.	0.6	.	.	-9	1
#23 N#Cc1nc(-c2ccco2)oc1N1CCC(C(N)=O)CC1
    -6	6	-14	-8	0.3	-3	1.0	11	11
#24 CCCCNC(=O)C[C@@H]1C[C@@]2(C(=O)OC)CCCCC=C2N(Cc2cccc3ccccc23)C1=O
    .	7	-2	.	5.8	.	.	19	-6
#25 CC(C)C(=O)Nc1cc(-c2nc3ncccc3o2)ccc1Cl
    -6	2	-2	-7	0.9	-1	2.5	7	9
#26 COc1ccc2c(c1)c(=O)oc1c(C)c(OCC(=O)N3CCc4ccccc4C3)ccc12
    7	2	4	-3	0.7	-2	0.0	11	5
#27 CCN(C(=O)c1c(C)noc1C)c1c(N)n(Cc2ccccc2)c(=O)[nH]c1=O
    1	1	-15	-3	1.0	-2	0.3	12	15
#28 O=C(NCCc1ccccc1)c1ccc(NCC2CCCO2)c([N+](=O)[O-])c1 (configuration not stated)
    -6	1	-13	-2	2.3	-5	-0.3	-10	-11
#29 Cc1cc(NC(=O)c2cnn3cccnc23)nn1CC(=O)Nc1cccnc1
    -2	10	-15	2	-0.3	-4	0.3	-4	7
#30 Cc1ccc(/C=C/C(=O)OCC(=O)NCc2cccs2)o1
    -11	0	-18	-6	0.8	-3	1.0	-13	18

2 records drawn at random from the list so far:
Order of results – CHO parental Ca	TAAR1 agonist	CHO-K1 Ca antag	OXTR potentiator	M1 ag parental	M1 ag	V1R ag counter	TAAR1 antag	M1 PAM parental
#25 CC(C)C(=O)Nc1cc(-c2nc3ncccc3o2)ccc1Cl
    -6	2	-2	-7	0.9	-1	2.5	7	9
#30 Cc1ccc(/C=C/C(=O)OCC(=O)NCc2cccs2)o1
    -11	0	-18	-6	0.8	-3	1.0	-13	18

Further structures follow:
Order of results – CHO parental Ca	TAAR1 agonist	CHO-K1 Ca antag	OXTR potentiator	M1 ag parental	M1 ag	V1R ag counter	TAAR1 antag	M1 PAM parental
#31 CCOc1c(OC)ccc2c3c(c(=O)oc12)CCCC3
    -14	0	-10	3	0.4	-10	-1.4	-1	16
#32 CN(CCCC(=O)Nc1ccccc1)S(=O)(=O)c1ccc(Cl)cc1
    -14	0	15	-6	1.0	2	1.1	14	-1
#33 CCc1cccc2c(/C=N/NC(=O)c3cccc(S(=O)(=O)Nc4ccccc4Cl)c3)c[nH]c12
    0	2	-5	-10	2.8	-12	0.6	11	15
#34 CC1CCN(Cc2nnnn2CCCC(=O)NCCc2cnn(C)c2)CC1
    -6	1	-14	7	1.4	-3	0.6	-3	13
#35 COc1ccc(C=C2CCC3C(CCCC34OCCO4)C2=O)cc1 (configuration not stated)
    .	1	-2	.	0.9	-4	.	-4	1
#36 Oc1ccc(/C=N/n2cc(-c3ccccc3)[nH]c2=S)cc1
    -5	2	-11	4	-0.1	-2	0.5	14	9
#37 C/C(=N\NC(=O)c1ccc2c(c1)OCO2)c1ccc(NS(C)(=O)=O)cc1
    -17	8	-1	-6	0.9	-2	1.1	-2	16
#38 Cc1ccccc1NC(=O)N1CCCC1C(=O)NCc1ccccc1 (configuration not stated)
    -3	0	-14	2	0.8	-2	0.6	-18	15
#39 O=C(CCc1nc(-c2ccccc2)no1)NCc1ccccc1CN1CCOCC1
    -15	3	0	-3	0.1	-6	1.4	-6	-13
#40 O=C(CSC1=NS(=O)(=O)c2cc(F)ccc2N1)Nc1ccccc1
    -6	1	8	-8	0.8	1	0.1	-29	16
#41 CC1CCN(C(=O)CSc2nncn2-c2ccccn2)CC1
    -4	4	0	5	0.2	-5	0.0	-4	15
#42 CC1(C)Cc2c(C#N)c(SCC(=O)c3ccccc3)nc(N3CCOCC3)c2CS1
    -21	6	-6	-4	1.0	-2	-1.0	23	14
#43 CCn1c(Cc2cccs2)nnc1SCC(=O)Nc1ccc(OC)c(OC)c1
    -4	2	-5	-2	1.3	-5	2.9	1	14
#44 C=CCn1c(-c2ccc(Cl)cc2)c[nH]c1=S
    -3	6	7	-25	0.9	-2	2.2	-21	-3
#45 Cc1ccc2c(c1C)NC(=O)CC(c1ccccc1O)=N2
    -11	2	-3	-9	0.5	-1	-1.6	7	5
#46 COc1ccc(-c2cc(-c3ccc(C)cc3)nc(SCc3nnc(-c4ccccc4)o3)c2C#N)cc1OC
    -13	3	-2	-6	0.1	-7	8.7	9	16
#47 Cc1ccc(NC(=O)Nc2cnccn2)cc1Cl
    -6	11	4	-14	0.9	2	3.6	19	-8
#48 O=C(COC(=O)/C=C/c1cccc(Cl)c1)NC1CC1
    -9	4	-16	-4	0.8	-4	1.1	-14	7
#49 CCOc1ccccc1Nc1ccc2nonc2c1[N+](=O)[O-]
    -4	7	-5	-12	-0.1	-5	0.0	-15	-14
#50 CCn1cc(S(=O)(=O)c2ccccc2)c(=O)c2cc(F)c(N3CCN(C)CC3)cc21
    -5	4	-4	-7	0.4	-4	-0.1	-21	-7
#51 CCCCN(C)CCC(=O)Nc1ccc(F)c(F)c1
    -7	3	9	-7	0.2	-7	1.1	7	0
#52 S=C(NN=C(c1ccccc1)c1ccccn1)N(Cc1ccccn1)Cc1ccccn1
    .	4	-12	.	-0.1	-4	.	-10	14
#53 CCc1ccc(NC(=O)c2ccc(C3SCC(=O)N3CCc3ccccc3)cc2)cc1 (configuration not stated)
    -15	8	-11	-17	0.4	-4	0.4	3	3
#54 COc1cc(NC(=O)c2cc(-c3ccccc3)nc3c2cnn3C(C)C)cc(OC)c1OC
    -8	.	-16	-10	0.0	-4	1.2	.	1
#55 COC(=O)c1ccc(N(CC(=O)NC2CCCC2)C(=O)CNC(=O)c2ccco2)cc1
    -8	2	-6	-5	-0.5	-3	-0.6	8	10
#56 O=C1c2ccccc2C(=O)N1CC(O)COc1ccccc1Cl (configuration not stated)
    -14	3	0	0	1.1	0	0.1	-2	-8

Source: PubChem (The Scripps Research Institute Molecular Screening Center)
